FBW7 activator: activators of human E3 ligase FBW7; normalized activity (activation), % at 26.1 µM; Q969H0; actives 0.13% (n = 650,000); AlphaScreen FBW7–phospho-cyclin E peptide binding, activator screen; AID 1259310; in the data active = normalized activity above about 1.9%;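 also: purified mutant Fbw7 with reduced substrate affinity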
TEAD-YAP block: TEAD-YAP interaction inhibition; HEK-TIYL cells, TEAD-Gal4/YAP UAS-luciferase luminescence; inhibition, % at 9.12 µM; actives 1.4% (n = 640,000); in the data active = inhibition above about 32%;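 also: 0% = median of test compound wells and 100% = reference inhibitor wells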
GPR151 ag: activators of human GPR151; Q8TDV0; PathHunter beta-arrestin GPR151 cells, luminescence; activation, % at 11.2 µM; actives 1% (n = 650,000); in the data active = activation above about 4.9%;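 also: 0% = median of compound wells and 100% = cells with positive control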
Target sequence (Q8TDV0 whole entry, looked up): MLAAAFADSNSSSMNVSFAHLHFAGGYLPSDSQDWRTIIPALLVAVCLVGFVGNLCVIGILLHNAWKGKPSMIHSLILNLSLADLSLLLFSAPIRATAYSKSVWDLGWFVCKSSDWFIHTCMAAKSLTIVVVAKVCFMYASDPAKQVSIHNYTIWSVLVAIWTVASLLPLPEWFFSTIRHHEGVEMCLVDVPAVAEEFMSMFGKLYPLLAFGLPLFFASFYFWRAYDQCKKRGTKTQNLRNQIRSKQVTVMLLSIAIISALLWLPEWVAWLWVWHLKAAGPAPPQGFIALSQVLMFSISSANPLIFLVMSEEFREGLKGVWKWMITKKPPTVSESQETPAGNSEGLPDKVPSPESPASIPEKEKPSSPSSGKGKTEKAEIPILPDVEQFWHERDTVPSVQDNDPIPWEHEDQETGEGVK
MITF inh: blocks human microphthalmia-associated transcription factor | AlphaScreen MITF homodimerization, bead proximity signal | inhibition, % at 2.6 µM | actives 0.91% (n = 650,000) | AID 1259374; in the data active = inhibition above about 50%;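 also: 0% = vehicle wells with protein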
Target sequence (O75030 whole entry, looked up): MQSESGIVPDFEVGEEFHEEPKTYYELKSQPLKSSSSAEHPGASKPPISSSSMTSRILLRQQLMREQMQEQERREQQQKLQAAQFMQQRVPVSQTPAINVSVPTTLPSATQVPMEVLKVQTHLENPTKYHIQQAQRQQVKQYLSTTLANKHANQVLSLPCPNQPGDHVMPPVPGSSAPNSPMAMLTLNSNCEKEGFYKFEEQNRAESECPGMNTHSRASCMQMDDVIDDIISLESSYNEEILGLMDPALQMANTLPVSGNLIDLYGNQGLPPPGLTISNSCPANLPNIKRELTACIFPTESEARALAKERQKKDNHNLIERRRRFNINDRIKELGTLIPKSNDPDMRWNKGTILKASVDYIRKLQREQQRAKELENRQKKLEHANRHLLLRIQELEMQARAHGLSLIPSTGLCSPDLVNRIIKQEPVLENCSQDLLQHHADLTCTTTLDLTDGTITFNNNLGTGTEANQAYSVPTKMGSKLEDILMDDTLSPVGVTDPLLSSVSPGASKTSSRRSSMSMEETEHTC
Starred values were filed as active, the others as inactive; / = not tested or not shown.

SMILES	FBW7 activator	TEAD-YAP block	GPR151 ag	MITF inh
O=C(NCCc1ccccc1)c1c(O)c2cccc3c2n(c1=O)CCC3	0.3	3	-1.5	19
O=C(C1=C(O)C(=O)N(CCN2CCOCC2)C1c1cccc(Br)c1)c1ccco1 (configuration not stated)	-0.2	-7	-0.5	3
CN(CC(=O)NCCC1=CCCCC1)S(=O)(=O)c1ccc(Cl)cc1	0.0	2	0.9	5
COc1ccc2c(c1)OC(C)CN(CCC(=O)NCCc1c[nH]c3ccccc13)C2 (configuration not stated)	-0.1	8	-0.1	11
COc1cc(/C=C/c2[nH]c(=O)[nH]c(=O)c2[N+](=O)[O-])cc([N+](=O)[O-])c1O	-0.4	0	-1.5	25
O=C1CC(Cc2ccccc2)(c2ccccc2)C(=O)N1 (configuration not stated)	0.0	2	1.9	12
COc1cc(NC(=O)Cn2c([N+](=O)[O-])cnc2C)c(OC)cc1Cl	0.0	1	-0.1	15
COc1cc(CN2CCN(C(=O)CC(C)C)CC2)cc(OC)c1	-0.1	2	0.5	53*
Nc1nnc(SCC(=O)OCC(=O)Nc2cccc([N+](=O)[O-])c2)s1	-0.1	16	-0.9	-9
COc1ccc(C2Oc3ccc4ccccc4c3C=C2[N+](=O)[O-])cc1OC (configuration not stated)	-0.1	-28	-0.1	2
Cc1nc2ccc(NC(=O)NCCO)cc2s1	0.0	11	-1.0	10
COc1cccc(CNCC(=O)NC2CC2)c1	-0.1	0	-0.1	7
O=C(Cn1nnc(-c2ccc3c(c2)OCO3)n1)Nc1ccccc1Cl	0.1	7	-0.2	16
O=C(CS(=O)(=O)Cc1ccccc1)N1CCN(c2ccccc2F)CC1	-0.1	5	-0.6	3
CCOC(=O)N1CCN(c2ncnc3c2c(-c2ccccc2)cn3-c2ccc(C)c(Cl)c2)CC1	-0.3	5	0.3	3
CCC(=O)Nc1nnc(SCCOC)s1	0.1	14	0.4	0
Cn1cc(-c2ccc3nc(Nc4ccc(-n5cnc(N6CCOCC6)n5)cc4)ncc3c2)cn1	0.1	-8	0.3	36
CCOC(=O)c1c(/N=C/C2=C(O)CC(C)(C)CC2=O)sc(C(C)=O)c1C	-0.1	-6	-1.3	2
CC(=O)Nc1sc2c(c1C(=O)Nc1ccc(C)cc1)CCCCC2	0.0	-4	0.2	4
Cc1c(C(=O)N2CCN(c3ccc([N+](=O)[O-])cc3)CC2)sc2ncn(C)c(=O)c12	-0.1	-14	-0.9	-3
CCN=c1scc(-c2cccc(Br)c2)n1/N=C/c1cccnc1	0.0	-30	0.3	2
CCCNC(=O)/C=C/c1ccc(OC)c(OC)c1	-0.2	2	-0.6	-7
O=C(NCCOc1ccc(Cl)cc1)c1ccccc1Cl	0.2	4	2.6	4
COc1ccc(CN2CCN(CCC(C)C)C(CCO)C2)cc1Cn1cncn1 (configuration not stated)	0.0	2	-0.7	3
Cc1ccc(S(=O)(=O)N2CCCCC2CCNC(=O)Nc2cccc(C)c2)cc1 (configuration not stated)	-0.9	-49	-0.2	3
COc1ccc(CCn2c(SCC(=O)Nc3cc(C)on3)nc3ccccc3c2=O)cc1OC	0.0	-2	-0.8	3
O=C(Nc1c2c(nn1-c1ccc([N+](=O)[O-])cc1)CS(=O)(=O)C2)c1ccc(Cl)cc1Cl	0.3	-2	-1.3	8
CCc1ccccc1N(C)S(=O)(=O)c1ccc2[nH]cc(C(=O)O)c(=O)c2c1	0.0	-5	3.0	4
CC(C)c1nc(SCC(=O)N2CCCc3ccccc32)c2c(=O)n(C)c(=O)n(C)c2n1	-0.1	8	0.7	0
CCOc1ccc(CNc2nc3ccc(C)cc3n3cnnc23)cc1OC	-0.2	0	0.6	0
CN(CCO)c1cc(N2CCN(C3CCCCC3)CC2)c2nonc2c1[N+](=O)[O-]	0.1	9	-0.9	10
CCCn1c(=O)[nH]c2c(C(N)=O)nc(C)nc21	-0.2	-3	-0.4	0
COc1ccc(C(=O)C2CCCN(S(=O)(=O)c3c(C)nn(C)c3Cl)C2)c(C)c1 (configuration not stated)	0.3	8	0.5	17
CN1CCN(C(=O)CC(=O)Nc2ccc3nc4n(c(=O)c3c2)CCCCC4)CC1	0.5	8	0.4	41
CCCOC(=O)C1=C(C)NC2=C(C(=O)CC(C)(C)C2)C1c1ccccc1OCC (configuration not stated)	0.1	8	-1.7	9
N#Cc1c(NC(=O)C(c2ccccc2)c2ccccc2)sc2c1CCCCC2	0.0	5	-0.5	-8
Cc1ccccc1NC(=O)c1c(NC(=O)c2ccc([N+](=O)[O-])cc2)sc2c1CCCC2	-0.1	-3	1.2	1
O=C(NC(Cc1c[nH]c2ccccc12)C(=O)O)c1ccc(Br)cc1 (configuration not stated)	0.0	11	-0.8	0
O=C(N[C@H]1C[C@H]2C(=O)N[C@@H](CO)C(=O)N2C1)c1cc(Cl)cc(Cl)c1	0.8	-10	-0.8	-9
CCN1CCN(C2CCN(Cc3cccc4ccccc34)CC2)CC1	0.0	-11	1.1	6
COc1ccc(C2C3=C(CC(C)(C)CC3=O)N(c3ccc(F)cc3Cl)C3=C2C(=O)CC(C)(C)C3)cc1	0.4	-1	-1.2	21
O=C1CSC(=O)N1CC(O)COc1cccc2ccccc12 (configuration not stated)	-0.1	0	1.3	89*
CCOC(=O)C1CCN(S(=O)(=O)c2ccc3c(c2)SC(C)CN3C(C)=O)CC1 (configuration not stated)	0.9	21	1.2	8
COc1ccc(CN2CCC(CNC(=O)c3c(OC)cccc3OC)CC2)cc1	0.1	10	-1.3	15
CN1CCN(C(=O)c2ccc(NC(=O)Cn3nc(-c4ccccc4F)ccc3=O)cc2)CC1	0.2	3	-0.9	16
CCN(CC)c1ncnc2sc(C(=O)Nc3ccc(Cl)cn3)c(C)c12	0.2	-8	-0.4	-15
C#CCn1c(CCCO)nc2ccccc21	-0.1	3	-0.2	-26
Cc1cc(S(=O)(=O)Nc2ccc(F)cc2)c(C)s1	-0.1	1	-0.1	7
C=CCN(CC=C)C(=O)CC1C(=O)NCCN1Cc1cccc(F)c1 (configuration not stated)	-0.1	1	1.7	-1
COc1ccc(CNC(=O)CCCCCn2c(SCC(=O)NCC3CCCO3)nc3cc4c(cc3c2=O)OCO4)cc1 (configuration not stated)	-0.1	1	1.1	-6
COc1ccc(S(=O)(=O)N2CCC(C)CC2)cc1C(=O)O	0.1	10	0.6	5
Cc1ccccc1NC(=O)NCCCNc1nc2cc3c(cc2cc1C#N)OCO3	0.0	-1	0.2	2
CCOc1cc(C(=O)Nc2ccc3oc(-c4cccc5c(Br)cccc45)nc3c2)cc(OCC)c1OCC	-0.1	-12	1.1	5
CC(C)(C)C1CCc2c(sc(NC(=O)c3ccccc3)c2C(N)=O)C1 (configuration not stated)	-0.2	26	-1.5	-8
CC(C)(C)CC(C)(C)c1ccc(OCC(=O)NN)cc1	0.1	0	-0.7	-9
CCOC(=O)C1=CN(Cc2ccc(OC)cc2)C=C(C(=O)OCC)C1c1cccc([N+](=O)[O-])c1	-0.2	6	-1.3	3
CCCCSc1nnc2c(n1)OC(C(=O)c1ccc(Br)cc1)Nc1ccccc1-2 (configuration not stated)	-0.1	-16	1.6	8
CCNC(=O)c1c(NC(=O)c2ccc(C)cc2)sc2c1CCCC2	0.1	5	2.9	4
O=C(CN1C(=O)c2cccc([N+](=O)[O-])c2C1=O)OCc1ccc(C(=O)c2ccccc2)cc1	0.5	-4	4.1	4
CCCOc1ccc(C(=O)NCCCCCC(=O)OCC)cc1	0.0	21	0.5	-57

(list continues)
SMILES	FBW7 activator	TEAD-YAP block	GPR151 ag	MITF inh
COc1ccccc1/C=C(\NC(=O)c1ccc(OC)c(OC)c1)C(=O)Nc1ccccc1Cl	0.2	4	-0.1	9
COC(=O)C1=C(C)NC(=O)/C1=C\c1ccco1	-0.4	8	2.7	9
O=C(c1nc2ccccn2c1CNC(c1ccccc1)c1ccccc1)N1CCCC1	-0.1	-4	-0.3	2
CCCCOc1ccc(C2=N/C(=C\c3ccc(Br)cc3)C(=O)N2c2ccc(C(C)=O)cc2)cc1	0.0	-2	-1.4	-12
Cc1nc2cc(NC(=O)C3CC34CCN(Cc3ccc5c(c3)OCO5)CC4)ccc2s1 (configuration not stated)	0.1	3	-1.7	14
CC(C)CCN1C(=O)c2ccc(C(=O)Nc3ccc(CC(=O)O)cc3)cc2C1=O	0.0	8	0.7	11
COc1cc(C)c(Cl)c(C)c1S(=O)(=O)N1CCCCC1	-0.2	4	0.1	-4
CCOC(=O)C1CCCN(c2nc(C)nc3sc(C)c(C)c23)C1 (configuration not stated)	0.1	1	-0.4	10
CC(=O)Cc1nsc(NCc2ccccc2)n1	-0.2	-13	2.2	8
CN1CC(=O)N2CCN(CC3CCCCC3)C[C@@H]2C1=O	0.0	-26	-0.2	2
Cc1ccc(C)c(NC(=O)C(CC(C)C)NC(=O)OCc2ccccc2)c1 (configuration not stated)	0.0	2	-0.2	8
Cn1c2ccccc2c(=O)c2c(=O)n(Cc3ccccc3)c(-c3ccco3)nc21	0.0	4	0.4	-2
CC(C)OCC(O)Cn1c(NCCO)nc2c1c(=O)[nH]c(=O)n2C (configuration not stated)	-0.1	1	0.5	4
O=C(O)C1CC=CCC1C(=O)N1CCN(c2ccc(F)cc2)CC1 (configuration not stated)	-0.2	9	0.0	-2
C/C(CCN1CCc2nc(-c3ccccc3)c(-c3ccccc3)cc2C1)=N\O[C@H](C)CN1CCCCc2nc(C)c(C)cc21	0.5	/	0.1	-2
Oc1ccc(/C=N/NC(=S)NCCCN2CCOCC2)cc1	0.1	0	2.3	-5
CCCCCNC(=O)CCCCCn1c(=S)[nH]c2ccccc2c1=O	0.0	2	-1.2	4
N#Cc1ccccc1NC(=O)c1ccc(C(=O)Nc2ccccc2C#N)s1	0.1	1	0.3	-15
Cc1ccc(N(CC(=O)Nc2ccc3c(c2)OCCO3)S(C)(=O)=O)c(C)c1	0.2	2	-0.1	12
CSc1nnc2c(n1)OC(c1ccc(OCc3ccccc3)cc1)N(C(C)=O)c1ccccc1-2 (configuration not stated)	-0.3	-6	0.1	-2
COc1cccc(/C=N/NC(N)=S)c1	-0.1	2	-0.1	3
Cc1cccc(C)c1-n1c(SCc2ccc(Cl)cc2)nc2c(sc(=S)n2CCc2ccccc2)c1=O	0.1	-6	-0.5	12
O=C(Cn1c(=O)sc2ccccc21)Nc1nnc(SCC(=O)N2CCCCC2)s1	0.6	2	-0.5	6
O=[N+]([O-])c1cc(S(=O)(=O)N2CCOCC2)ccc1N/N=C/c1ccccc1F	0.4	-4	1.1	9
CC(=O)N1c2ccccc2C(c2ccccc2)(c2ccccc2)OC1/C=C/c1ccccc1 (configuration not stated)	-0.3	2	1.5	0
O=C(COC(=O)c1ccccc1Cl)Nc1nccs1	1.1	6	-1.1	7
CN(C)C(=O)COC(=O)c1cc(-c2cccc3ccccc23)nc2ccccc12	0.1	9	-0.1	3
CSCC[C@H](NC(=O)c1ccccc1Cl)c1nc2ccccc2[nH]1	-0.1	9	0.0	-7
Cc1ccc(NC(=O)CN2CCC(N3CCCCC3)CC2)cc1F	0.0	1	-0.1	14
CCCn1c(=S)[nH]c2cc(C(=O)NCCC3=CCCCC3)ccc2c1=O	-0.1	10	-0.3	3

5 of the compounds above, with two lines to a compound.
Fields: FBW7 activator | TEAD-YAP block | GPR151 ag | MITF inh
COC(=O)C1=C(C)NC(=O)/C1=C\c1ccco1
 : -0.4 | 8 | 2.7 | 9
O=C(c1nc2ccccn2c1CNC(c1ccccc1)c1ccccc1)N1CCCC1
 : -0.1 | -4 | -0.3 | 2
CCCCOc1ccc(C2=N/C(=C\c3ccc(Br)cc3)C(=O)N2c2ccc(C(C)=O)cc2)cc1
 : 0.0 | -2 | -1.4 | -12
Cc1nc2cc(NC(=O)C3CC34CCN(Cc3ccc5c(c3)OCO5)CC4)ccc2s1 (configuration not stated)
 : 0.1 | 3 | -1.7 | 14
CC(C)CCN1C(=O)c2ccc(C(=O)Nc3ccc(CC(=O)O)cc3)cc2C1=O
 : 0.0 | 8 | 0.7 | 11

(further entries)
SMILES	FBW7 activator	TEAD-YAP block	GPR151 ag	MITF inh
COc1ccc(Cl)cc1C(=O)NCCCS(=O)(=O)N1CCN(c2ccccn2)CC1	-0.1	4	-0.8	8
COc1ccccc1C1=N/C(=C\c2sccc2C)C(=O)O1	0.8	4	-1.4	-1
Cc1ccc(NC(=O)c2cc(-c3ccco3)on2)cc1	0.7	-44	-0.6	7
CC(=O)NC1(C(F)(F)F)NC(=O)N(Cc2ccco2)C1=O (configuration not stated)	0.3	12	0.6	4
Cc1ccc(C2CC(C(F)(F)F)n3ncc(C(=O)N4CCC(C)CC4)c3N2)cc1 (configuration not stated)	0.0	12	0.9	2
CCCCN(CC)Cc1c(O)ccc2c(=O)c(-c3ccc(Cl)cc3)c(C(F)(F)F)oc12	0.1	2	-1.1	4
C[N+](C)(CCN1C(=O)C2C(c3ccccc3)C=CC(c3ccccc3)C2C1=O)CC(N)=O (configuration not stated)	-0.2	4	0.5	0
Cc1cc(CN(C)C(=O)CC2C(=O)NCCN2Cc2ccc(-c3ccccc3)cc2)on1 (configuration not stated)	-0.1	9	1.2	-8

Source: PubChem (The Scripps Research Institute Molecular Screening Center)
